GLP-1R agonist: qHTS of GLP-1 Receptor Agonists. Potency, µM (series often up to 45.6 µM), for the others: at the top dose activation, actives largely listed as activators. Glucagon-like peptide 1 receptor (Homo sapiens), P43220. AID 624172, 2012. hit rate 0.007% among 380,000. HEK293 GLP-1R CRE-luciferase, luminescence, 4-6 h; cells express a hypersensitive GLP-1R form; further: potency means the concentration at half of the fitted maximal effect; % of control where 0% means no effect
Target sequence (P43220 whole entry, looked up): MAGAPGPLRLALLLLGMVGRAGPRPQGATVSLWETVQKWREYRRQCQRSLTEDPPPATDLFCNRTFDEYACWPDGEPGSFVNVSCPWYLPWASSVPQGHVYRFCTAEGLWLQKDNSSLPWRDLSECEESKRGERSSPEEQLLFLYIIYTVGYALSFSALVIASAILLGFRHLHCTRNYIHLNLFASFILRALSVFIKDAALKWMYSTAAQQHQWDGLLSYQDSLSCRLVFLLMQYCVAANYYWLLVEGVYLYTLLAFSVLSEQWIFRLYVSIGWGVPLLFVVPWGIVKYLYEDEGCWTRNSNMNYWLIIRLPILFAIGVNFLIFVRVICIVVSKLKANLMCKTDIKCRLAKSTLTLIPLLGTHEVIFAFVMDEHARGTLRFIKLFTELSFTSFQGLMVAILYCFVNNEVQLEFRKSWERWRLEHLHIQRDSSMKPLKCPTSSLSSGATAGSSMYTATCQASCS
KB-3-1 cytotox: qHTS assay for MDR1-selective chemotherapeutics: Primary screen using the parental adenocarcinoma cell KB-3-1; AID 1347075, 2019; Potency, µM (highest dose often 46.1 µM), without a hit: top-dose activity change, negative = cytotoxic, hits mostly cytotoxic; hit rate 1.4% among 400,000; KB-3-1 viability, CellTiter-Glo ATP luminescence, 72 h; further: potency means the concentration at half of the fitted maximal effect; on the % scale 0 is the no-effect control and ±100 the full control effect; nearly all actives have a fitted effect of over 60% in size
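Cells are dispensed, compounds pinned in, plates held at 37 °C for 72 h, then CellTiter-Glo is added and luminescence read after 10 minutes. Cell line: parental KB-3-1 in phenol-red-free DMEM, 10% FBS.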
SW480 rerep: A quantitative high throughput screen for small molecules that induce DNA re-replication in SW480 colon adenocarcinoma cells; SW480 DNA re-replication, Hoechst DNA content imaging, 48 h; Potency, µM (doses to about 46.1 µM), inactives show at the top dose re-replication activation, most hits filed as activators; hit rate 1.8% among 340,000; AID 624297, 2012; further: potency means the concentration at half of the fitted maximal effect; % of control where 0% means no effect; nearly all actives have a fitted effect of over 55% in size
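First, 250 cells per well were seeded. Next, compound or vehicle (23 nL) was pinned in, plates sat 48 hr at 37 C. Finally Hoechst was added for 40 min before fluorescence scanning.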
IL1B secr inh: qHTS for Inhibitors of Inflammasome Signaling: IL-1-beta AlphaLISA Primary Screen; THP-1 LPS/ATP IL-1B secretion, AlphaLISA, 16 h; hits give low values; activity change, % at 57.5 µM; hit rate 4.7% among 360,000; in the data active means activity change below about -50%; inconclusive means mostly about -30% to -49%; further: on the % scale 0 is the no-effect control and ±100 the full control effect
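THP-1 cells pretreated 1 hr with compounds (up to 57.5 uM final), then stimulated with LPS (250 ng/mL final) plus ATP (1.25 mM final); secreted IL-1B measured by AlphaLISA after 16 hr, decreased signal indicating inhibition.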
DRD3 antagonist: qHTS of D3 Dopamine Receptor Antagonist: qHTS | D(3) dopamine receptor (Homo sapiens), P35462 | D3R cells, DiscoveRx beta-arrestin luminescence, antagonist mode; hits give low values | max response, negative = inhibition, % | hit rate 2.5% among 360,000; in the data active means max response below about -50%; inconclusive means no clear call, values can overlap the other calls; further: on the % scale 0 is the no-effect control and ±100 the full control effect; mostly tested at two doses, the higher about 12 µM
Target sequence (P35462 whole entry, looked up): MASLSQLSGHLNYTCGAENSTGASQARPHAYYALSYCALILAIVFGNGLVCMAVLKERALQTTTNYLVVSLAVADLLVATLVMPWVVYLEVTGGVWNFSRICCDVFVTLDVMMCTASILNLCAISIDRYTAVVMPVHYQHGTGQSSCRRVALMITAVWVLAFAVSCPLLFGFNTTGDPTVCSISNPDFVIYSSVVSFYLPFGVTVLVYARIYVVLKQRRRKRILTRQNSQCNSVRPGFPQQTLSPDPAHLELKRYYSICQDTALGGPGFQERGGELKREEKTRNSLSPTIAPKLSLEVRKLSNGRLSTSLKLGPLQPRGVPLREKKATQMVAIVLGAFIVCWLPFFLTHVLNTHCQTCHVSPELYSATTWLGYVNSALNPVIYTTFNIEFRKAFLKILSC
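Cells expressing the human receptor were seeded at 1500 cells/well, incubated overnight at 37 degrees C in 5% CO2, then exposed to library compounds with dopamine controls for 90 minutes at 37 degrees C before luminescent detection.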
HT1080 IDH1KD tx: qHTS for induction of synthetic lethality in tumor cells producing 2HG: qHTS for the HT-1080-IDH1KD cell line | AID 686971, 2013 | Potency, µM (top dose mostly 46.1 µM), for the others: top-dose activity, negative = toxicity, actives largely listed as cytotoxic | hit rate 2% among 360,000 | HT-1080 IDH1 knockdown viability, ATP luminescence, 48 h;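 further: potency means the concentration at half of the fitted maximal effect; 0% = DMSO wells and -100% = cell-free medium wells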
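Luminescent ATP read-out (CellTiter-Glo, 10 min at room temperature) after 48 h compound exposure at 37 °C gave viability of IDH1-knockdown HT-1080 cells. Activity was normalised to DMSO and cell-free wells, then fitted as concentration-response curves.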
KB-V1 MDR tox: qHTS assay for MDR1-selective chemotherapeutics: Primary screen using the drug-selected MDR subline cells KB-V1 | Potency, µM (series often up to 46.1 µM), without a hit: at the highest dose activity change, negative = cytotoxicity, most hits filed as cytotoxic | KB-V1 MDR cells viability, CellTiter-Glo, 72 h | hit rate 3.4% among 400,000 | AID 1347076, 2019; further: potency means the concentration at half of the fitted maximal effect; on the % scale 0 is the no-effect control and ±100 the full control effect; nearly all actives have a fitted effect of over 60% in size
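KB-V1 cells (P-gp-expressing MDR subline of KB-3-1) in phenol-red-free DMEM with 10% FBS were exposed to library compounds over a concentration series for 72 h at 37 degrees C. Viability read by CellTiter-Glo luminescence; concentration-effect curves fitted after normalization.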
HT1080-NT tox: qHTS for induction of synthetic lethality in tumor cells producing 2HG: qHTS for the HT-1080-NT fibrosarcoma cell line | HT-1080-NT fibrosarcoma viability, CellTiter-Glo ATP luminescence, 48 h | hit rate 1.6% among 360,000 | Potency, µM (doses to about 46.1 µM), without a hit: at the highest dose activity, negative = less viability, most hits filed as cytotoxic;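 further: NT is the 2HG producing partner of a matched IDH1 knockdown line; potency means the concentration at half of the fitted maximal effect; 0% = DMSO-treated cells and -100% = media-only wells without cells; nearly all actives have a fitted effect of over 55% in size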
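A 48-hour cytotoxicity screen used HT-1080-NT cells plated 2 hours before compound delivery. ATP-based CellTiter-Glo luminescence measured viability, normalized to DMSO and no-cell controls.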
D3 ag: qHTS of D3 Dopamine Receptor Agonist: qHTS | D(3) dopamine receptor (Homo sapiens), P35462 | D3R DiscoveRx beta-arrestin cells, luminescence, 90 min | max activation, % | hit rate 0.58% among 410,000; in the data active means max activation above about 30%; further: 0% is about no effect; mostly tested at two doses, the higher about 12 µM
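Cells at 1500/well, incubated overnight, then treated with pinned compounds (dopamine as control) for 90 min at 37 degrees C. DiscoveRx reagent added for 30 - 60 minutes at room temperature; luminescence read.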
* hit, by the source's call; i = inactive; ? = inconclusive; nt = not tested or not shown; [ ] = another dose, or the depositor's remark. Unless noted, the call rests on the fitted dose curve; in most records, active means well fitted curve in the direction sought with a large enough effect; inconclusive means small, poorly fitted or top-dose-only effect, or another doubt; inactive means no such curve, though single readings can be large; an effect the other way counts as inactive or inconclusive.

SMILES	GLP-1R agonist	KB-3-1 cytotox	SW480 rerep	IL1B secr inh	DRD3 antagonist	HT1080 IDH1KD tx	KB-V1 MDR tox	HT1080-NT tox	D3 ag
COc1ccccc1NC(=O)c1sc2ncn(CC(=O)N3CCC(C)CC3)c(=O)c2c1C	-5%	2%	6%	9	5	19%	20%	17%	30
O=C(Nc1ccc([N+](=O)[O-])cc1)c1cccc(S(=O)(=O)Nc2ccccn2)c1	9%	-2%	-50%[inhibitor]	33	-9	0%	17%	-1%	3
Cc1ccnc(NC(c2ccccc2O)c2oc(CO)cc(=O)c2O)c1 (stereo not drawn)	-7%	-5%	-136%[inhibitor]	9	-2	9%	0%	0%	-5
CC(=O)c1c(C)[nH]c(C(=O)Nc2ccc(C)c(S(=O)(=O)Nc3ccc(C)cc3C)c2)c1C	-2%	-1%	16µM*	-4	3	?	-20%	?	-14
Cc1cccc(NC(=O)C(=O)NCc2ccc3c(c2)OCO3)c1C	7%	13%	-4%	-2	11	-15%	-1%	-21%	-1
Cc1ccc2oc(=O)cc(CN3CCOCC3)c2c1	2%	3%	15%	0	-9	1%	-6%	1%	-9
COC(=O)c1ccc(CNS(=O)(=O)c2ccc3ccccc3c2)cc1	4%	-3%	6%	62	10	-9%	-3%	-9%	-31
O=C(CCS(=O)(=O)c1ccccc1)Nc1ccccc1F	-2%	2%	1%	10	4	-2%	6%	-3%	-1
CC1(C)CC(=O)c2sc(N3CCCCC3)nc2C1	15%	-2%	-11%	2	0	1%	8%	3%	1
O=C(Nc1ccccc1)Nc1nnc([C@H]2C[C@H](O)[C@@H](CO)O2)s1	-1%	-3%	nt	13	17	21%	-6%	21%	4
COc1ccc(S(=O)(=O)O/N=C2\CCCc3ccccc32)cc1	0%	-8%	-10%	19	0	3%	18%	?	0
CCN(C[C@H]1N[C@@](CC)(C(=O)OC)[C@H]2C(=O)N(Cc3ccccc3)C(=O)[C@@H]12)S(=O)(=O)c1ccc(C)cc1	6%	0%	3%	6	-9	-1%	0%	-2%	0
CCOc1ccc(S(=O)(=O)N2CCCCC2)cc1NC(=O)CN1CCCC1c1cccs1 (stereo not drawn)	-3%	?	-23%	-29	1	-28%	?	-7%	-14
COc1ccc(COC(=O)C2=C(C)NC(=O)NC2c2ccc(O)cc2)cc1 (stereo not drawn)	3%	-1%	4%	?	-7	-1%	-4%	4%	1
CCN(C(=O)CSc1nc2nc(C)cc(C)n2n1)c1cccc(C)c1	27%	-1%	4%	-14	7	-3%	23µM*	2%	8
COc1ccc(C2=Nc3ccccc3NC(=O)C2N(CCc2ccccc2)C(=O)c2cccs2)cc1 (stereo not drawn)	7%	0%	nt	-12	9	?	17%	?	0
c1ccc2nc3c(nc2c1)[nH]c1ccccc13	5%	-1%	12%	6	12	-28%	0%	-4%	-2
Cc1ccc(S(=O)(=O)NCCSc2nnnn2-c2cc(C)ccc2C)cc1	2%	-4%	2%	1	25	?	?	-29%	0
CCOCCOC(=O)C1=C(C)N(C)C(=O)NC1c1ccccc1Cl (stereo not drawn)	0%	15%	1%	0	-2	11%	-3%	10%	4
COc1ccc(CNC(=O)C(c2ccncc2)N(C(=O)Cc2cccs2)c2ccccc2)cc1 (stereo not drawn)	7%	?	0%	2	9	5%	-26%	5%	4
CN(Cc1ccc(C(F)(F)F)cc1)C(=O)c1ccc(Oc2ccccc2)cc1	0%	?	-2%	-20	2	0%	-8%	1%	5
Cn1c(SCC(=O)c2ccc(-c3ccccc3)cc2)nnc1-c1ccco1	-11%	?	0%	0	16	18%	?	7%	4
Cc1ccc(NC(=S)N2CCC(C(=O)c3ccc(F)cc3)CC2)cc1C	-6%	-4%	3%	-16	-13	2%	30%	7%	-10
Cc1c(NS(=O)(=O)c2cccc(C(=O)Nc3cccc(F)c3)c2)c(=O)n(-c2ccccc2)n1C	-2%	-2%	0%	-22	16	-8%	?	-4%	-8
O=C(COc1cccc2ccccc12)Nc1cc(Cl)ccc1C(=O)O	-5%	-7%	1%	-53*	10	-28%	?	-20%	1

A run of entries from the list above, for reference:
SMILES	GLP-1R agonist	KB-3-1 cytotox	SW480 rerep	IL1B secr inh	DRD3 antagonist	HT1080 IDH1KD tx	KB-V1 MDR tox	HT1080-NT tox	D3 ag
COc1ccccc1NC(=O)c1sc2ncn(CC(=O)N3CCC(C)CC3)c(=O)c2c1C	-5%	2%	6%	9	5	19%	20%	17%	30
O=C(Nc1ccc([N+](=O)[O-])cc1)c1cccc(S(=O)(=O)Nc2ccccn2)c1	9%	-2%	-50%[inhibitor]	33	-9	0%	17%	-1%	3
Cc1ccnc(NC(c2ccccc2O)c2oc(CO)cc(=O)c2O)c1 (stereo not drawn)	-7%	-5%	-136%[inhibitor]	9	-2	9%	0%	0%	-5

One compound at a time, as listed above.
Profile of COc1ccccc1NC(=O)c1sc2ncn(CC(=O)N3CCC(C)CC3)c(=O)c2c1C : GLP-1R agonist: -5%; KB-3-1 cytotox: 2%; SW480 rerep: 6%; IL1B secr inh: 9; DRD3 antagonist: 5; HT1080 IDH1KD tx: 19%; KB-V1 MDR tox: 20%; HT1080-NT tox: 17%; D3 ag: 30
Profile of Cc1ccc(S(=O)(=O)NCCSc2nnnn2-c2cc(C)ccc2C)cc1 : GLP-1R agonist: 2%; KB-3-1 cytotox: -4%; SW480 rerep: 2%; IL1B secr inh: 1; DRD3 antagonist: 25; HT1080 IDH1KD tx: ?; KB-V1 MDR tox: ?; HT1080-NT tox: -29%; D3 ag: 0

Later entries
SMILES	GLP-1R agonist	KB-3-1 cytotox	SW480 rerep	IL1B secr inh	DRD3 antagonist	HT1080 IDH1KD tx	KB-V1 MDR tox	HT1080-NT tox	D3 ag
Cc1[nH]c2ccccc2c1/C=C(\C#N)C(=O)NC(C)c1ccccc1 (stereo not drawn)	-8%	15%	-2%	-23	-13	?	-1%	5%	0
O=C(CCCCCn1c(=O)[nH]c2ccsc2c1=O)NCc1cccs1	1%	-12%	-4%	19	-17	-10%	17%	-7%	0
COc1ccc(C2NC(=S)NC3=C2CCc2cc(OC)ccc23)cc1 (stereo not drawn)	-9%	-2%	?	-9	-9	?	-9%	-5%[9.24 µM]	4
O=C(NN=C1CCCC1)c1cccc(Br)c1	-2%	14%	-1%	7	-11	-3%	0%	-13%	-2
CCOc1cccc(C(=O)NC2=NCCS2)c1	-15%	2%	2%	23	5	?	19%	18%	-4
Cn1nnnc1SCC(=O)Nc1ccccn1	24%	1%	-4%	-7	25	?	-8%	8%	10
CC(=O)N1N=C(c2ccc(C)cc2)CC1c1ccc2c(c1)OCO2 (stereo not drawn)	15%	-21%	-20%	-18	16	-11%	?	?	16
Cc1c(OCC(=O)N2CCC(C(N)=O)CC2)ccc2c1oc(=O)c1ccccc12	5%	0%	-4%	-18	17	10%	0%	2%	9
Cn1c(=O)c2c(nc(CN3CCN(Cc4ccccc4)CC3)n2Cc2ccc(Cl)cc2)n(C)c1=O	-4%	?	?	-16	-29	-23%	-9%	?	-7
Nn1c(Cc2ccccc2F)n[nH]c1=S	1%	0%	-2%	1	17	8%	-1%	10%	0
COc1cccc(/C=N/Nc2nc3ccccc3n3cnnc23)c1O	-4%	?	?	-112*	60	?	6.5µM*	-26%	16
CSc1ccccc1OCc1cc(C(=O)N(C)C(C)c2ccccn2)no1 (stereo not drawn)	11%	-2%	0%	-6	?	8%	-9%	9%	2
Cc1ccccc1C(=O)Nc1ccnn1C1CCN(Cc2c(C)n(C)c3ccccc23)CC1	13%	-6%	8%	-3	?	-12%	27%	-29%	-19
CC(C)N(C(=O)Cn1cc(S(=O)(=O)CC(=O)Nc2ccccc2)c2ccccc21)C(C)C	-17%	4%	?	i	12	-13%	?	0%	-5
CCCCCCCCCCOC(=O)Cn1c(COc2ccccc2OC)[n+](C)c2ccccc21	6%	?	?	-91*	-5	21µM*	8%	15µM*	-11
N#Cc1c2n(c3c(N)ncnc13)CCCCC2	11%	-2%	-10%	9	0	0%	16%	1%	1
Cc1ccc(OCCSc2nc3ccccc3n2CC(=O)O)cc1	-5%	13%	-6%	6	-3	3%	?	-5%	-3
COc1ccc(NC(=O)c2ccc3c(c2)N(Cc2cccc(Cl)c2)C(=O)c2ccccc2S3(=O)=O)cc1Cl	-7%	10%	nt	nt	nt	nt	-8%	nt	0
CC(C)(C)OC(=O)N1CCC(C(=O)Nc2cccc(C(=O)NCCc3ccccc3)c2)CC1	7%	?	?	18	42	-2%	-6%	-2%	14
CS(=O)(=O)Nc1ccc(N2CCCCC2)c(Cl)c1	17%	-21%	2%	-1	-21	-25%	?	-2%	9
O=C(NC1CCCC1)c1noc2c1CCCCC2	0%	7%	-7%	0	-26	7%	3%	3%	-4

Just DRD3 antagonist (2 entries from above):
| SMILES | DRD3 antagonist |
| --- | --- |
| Cc1[nH]c2ccccc2c1/C=C(\C#N)C(=O)NC(C)c1ccccc1 (stereo not drawn) | -13 |
| O=C(CCCCCn1c(=O)[nH]c2ccsc2c1=O)NCc1cccs1 | -17 |

Source: PubChem
